# Lipid storage S3 – qHTS Assay for Lipid Storage Modulators in Drosophila S3 Cells. Drosophila S3 cells, BODIPY lipid droplet fluorescence, 18-24 h; cells fed with added oleic acid. lipid storage change, negative = inhibition, % at the top dose, mostly 46.1 µM; hits show Potency in µM. actives 0.64% (n = 320,000); active = well fitted inhibition curve with a large enough effect in the signal ratio, with a control signal flat, not every such curve was filed as active; inconclusive = small, poorly fitted or top-dose-only effect, or effect the other way, or a change in a side signal; the % refers to the signal ratio
#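 Laser-scanning cytometry quantifies lipid droplet accumulation (500–530 nm total intensity; droplet/cell object ratio) in oleic acid-fed (400 uM added) Drosophila S3 cells treated with a concentration series. 20 uM Triacsin C defined 100% inhibition.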
# Lipid storage S3 cell count max – second read-out of Lipid storage S3, no call of its own (marks repeat the call); cell number change, %; measured here: cell count max response;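 cells counted by Cell Tracker Red CMTPX staining in the red channel; peak over a dose series mostly up to 46.1 µM; percent activity relative to internal control wells on each plate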
# An asterisk follows results filed as active; i = inactive; ? = inconclusive; . = no result given; [ ] = another dose, or the depositor's remark. % is set by controls: 0 for no effect and ±100 for the full control effect; potency is the fitted concentration of half-maximal effect. Only part of the results is shown, so the mix of outcomes need not match the whole.
SMILES,Lipid storage S3,Lipid storage S3 cell count max
O=C(CCN1C(=O)c2ccccc2C1=O)OCn1nnc2ccccc2c1=O,3%,12
CC(C)(C)OC(=O)N1CCC(c2c(C(=O)O)cnn2-c2ccccc2Cl)CC1,0%,-10
Cc1ccoc1C(=O)Nc1cccc2ccccc12,?,.
O=C(CCC(=O)N(CC(=O)NC1CCCC1)Cc1ccccc1)Nc1nccs1,3.7µM*,6.8*
COc1cccc(-c2cc(C(=O)Nc3c(C)n(C)n(-c4ccccc4)c3=O)no2)c1,3%,-3
O=C(O)CC(SCC(=O)Nc1ccc(S(=O)(=O)N2CCCC2)cc1)C(=O)O (centres undefined),?,.
O=C(Cc1ccccc1F)Nc1nc(-c2ccc(F)c(F)c2)cs1,?,.
Cc1ccccc1NC(=O)CCNS(=O)(=O)c1ccc2[nH]c(=O)oc2c1,11%,.
O=C(CN(Cc1ccco1)C(=O)CNS(=O)(=O)c1ccc(F)cc1)NCCc1ccccc1,i,.
Cc1ccc(-n2c(C)nnc2SCC(=O)NC2CCCC2)cc1,-16%,-1

# Full records, quoted from the list.
# Shown for `O=C(CN(Cc1ccco1)C(=O)CNS(=O)(=O)c1ccc(F)cc1)NCCc1ccccc1` : Lipid storage S3 = i; Lipid storage S3 cell count max = .
# Shown for `O=C(Cc1ccccc1F)Nc1nc(-c2ccc(F)c(F)c2)cs1` : Lipid storage S3 = ?; Lipid storage S3 cell count max = .

# Next section.
SMILES,Lipid storage S3,Lipid storage S3 cell count max
Cc1nc2ccc(C(=O)OCC(=O)N(C)c3ccccc3)cc2nc1C,?,.
Cc1ccc2c(c1)C1CN(C)CCC1N2C(=S)Nc1ccc(OC(F)F)cc1 (centres undefined),?,.
CC1=CC2=NC(=O)/C(=C\c3cccn3CCOc3cccc(C)c3)C(=N)N2O1,0%,-2
COc1ccc(C(=O)N/C(=C\c2ccc3c(c2)OCO3)C(=O)Nc2cccc(C(=O)O)c2)cc1,7%,-1
COc1ccc(-c2nc(-c3ccccc3)ncc2S(C)(=O)=O)cc1,?,.
COC(=O)c1cc(S(=O)(=O)n2nc(C)c(Br)c2C)c(Cl)cc1Cl,?,.
C=CCN(Cc1cc(OC)ccc1OC)S(=O)(=O)N(C)C,?,.
CC1(CC(=O)N/N=C/c2cc(Br)c(O)cc2O)OCCO1,8%,-14
CCN(CC)C(=O)c1cnn(-c2ccccc2)c1NC(=O)c1cccs1,6%,0
Cc1ccccc1OCC(=O)OCC(=O)c1ccc[nH]1,-6%,-14
Cc1c(NC(=O)c2ccc(=O)oc2)c(=O)n(-c2ccccc2)n1C,?,.
Cc1nn(-c2ccccc2)c(C)c1CN(C)C(=O)c1ccc(S(=O)(=O)NCc2ccco2)cc1,?,.
CC(=O)c1ccc(NCC(=O)N2CCN(c3ccccc3)CC2)cc1,?,.
C=CCNC(=O)C1(c2ccccc2)CC1(Cl)Cl (centres undefined),8%,-24
CCOC(=O)N1CCN(S(=O)(=O)c2ccc(NC(C)=O)cc2)CC1,-12%,3
N#Cc1cc2c(nc1SCc1ccccc1)CCCCC2,?,.
CSc1n[nH]c(NC(=O)c2c(-c3c(Cl)cccc3Cl)noc2C)n1,?,.
COc1ccc2[nH]c(=O)c(CN(C)C(=O)c3ccncc3)cc2c1,?,.
Cc1nn(C)c(Cl)c1C(N)=O,4%,25
CCN(CC(=O)NCc1ccccn1)S(=O)(=O)c1cc(Cl)ccc1Cl,4%[0.0737 µM],.
O=C(CNC(=O)c1ccco1)NCC(=O)OCc1ccc(F)cc1,?,.
CCN(Cc1ccncc1)C(=O)CCc1nnc(CCc2ccc(OC)cc2)o1,6%,9
COc1ccc(CC(=O)N2CCCC(CNC(=O)c3ccccc3Cl)C2)cc1 (centres undefined),-10%,-12
CCN(CC)c1ccc(NC(=O)CN2CCN(c3ccccn3)CC2)cc1,?,.
O=C(O)CCNC(=O)c1ccc(Br)o1,9%,17
COc1ccc(-n2c(=O)[nH]cc(C(=O)Nc3ccc(NC(C)=O)cc3)c2=O)cc1,?,.
C[C@H](NC(=O)c1ccccc1Cl)C(=O)OCC(=O)N1CCN(c2ccccc2)CC1,?,.
Cc1ccc(Cn2cccc(NS(C)(=O)=O)c2=O)cc1,?,.
Cc1ccc(S(=O)(=O)N2CCOCC2)cc1NC(=O)CSc1nnc2cc(C)c3ccccc3n12,?,.
CCOc1ccccc1/C=N/NC(=O)c1c(C)nc2ccc(Br)cn12,i,21
COc1ccc(/C(N)=N/OC(=O)N2CCOCC2)cc1,?,.
COc1ccc(C2CC(c3cccs3)=NN2C(=O)CN2CCCCC2)cc1 (centres undefined),?,.
Cc1ccc2nc(SCC(=O)Nc3ccc(C)c(Cl)c3)nc(=O)n2c1,?,.
Cc1ccccc1Nc1nnc(SCC(=O)NC(=O)Nc2ccc3c(c2)OCCO3)s1,-15%,-11
CC(=O)c1ccc(NC(=S)N2CCCCCC2)cc1,?,.
Cc1cccc(C(=O)NC(C(=O)Nc2nc(-c3ccccn3)cs2)C(C)C)c1 (centres undefined),?,.
O=C(OCC1CCCN2CCCCC12)c1ccc2c(c1)OCO2 (centres undefined),?,.
O=C(CCn1nc(-c2ccccc2)ccc1=O)NCCCN1CCCCCC1,?,.
COc1ccc(CN(C)CC2CCCN(CCc3ccc(F)cc3)C2)cc1OC (centres undefined),?,.
Cc1cc(/C=C(\C#N)C(=O)NCc2ccco2)c(C)n1-c1cccnc1,1%,20
Cc1cccc2c1N(C(=O)c1ccco1)C(C)(C)c1ssc(=S)c1-2,?,.
Cn1c(-c2ccccc2)cnc1SCC(=O)N1CCCc2ccccc21,-4%,3
O=C(CN(c1ccccc1)S(=O)(=O)c1ccccc1)N1CCOCC1,-18%,2
O=C(COc1ccc(-n2cnnn2)cc1)NCCc1ccc(F)cc1,?,.
COc1ccccc1CN1C(=O)CCC1(C)C(=O)NCc1cccnc1 (centres undefined),?,.
CN1CCN(C(=O)c2c(O)c3cccc4c3n(c2=O)CC4)CC1,?,.
COc1ccccc1NC(=O)C(=O)N/N=C/c1ccc([N+](=O)[O-])s1,?,.
O=S(Cc1cc(Sc2ccccc2)nc(-c2ccccc2)n1)c1ccccc1 (centres undefined),?,.
Cc1ccc(C)c(CN2C(=O)CSc3ccc(C(=O)N4CCCC4)cc32)c1,?,.
CCC(C(=O)O)n1nc(-c2ccccc2)c2cc(Cl)ccc21 (centres undefined),?,.
# Other records follow:
SMILES,Lipid storage S3,Lipid storage S3 cell count max
COc1cccc(NC(=O)c2ccccc2-c2nc(-c3ccccc3)no2)c1,?,.
Cc1ccc(Cn2nc(C)c(NC(=O)c3cc(-c4ccc5c(c4)OCO5)on3)c2C)cc1,?,.
Nc1nc[nH]c(=O)c1N=Cc1ccccc1,?,.
O=C(c1ccc(CS(=O)Cc2ccccc2Cl)o1)N1CCN(C2CCCCC2)CC1 (centres undefined),i,.
CCCCN(CCCC)/C(N)=N/c1nc(C)cc(C)n1,?,.
C[C@H]1CN=C(Nc2ccccc2)N1CCCC1CCCCC1,?,.
COc1ccc(CCNC(=O)Cn2nc(C)c3c(C)n(-c4ccc(C)cc4)nc3c2=O)c(OC)c1,?,.
CCOc1ccc(C(=O)Nc2ccccc2N2CCOCC2)cc1,?,.
Cc1ccc(CSc2ccc(S(=O)(=O)N3CCOCC3)cn2)cc1,?,.
COCCNc1nc2c(-c3cccc(C(F)(F)F)c3)nnn2c2ccccc12,7%,18
CC(C)(C)NC(=O)C(=O)NNC(=O)c1cccc([N+](=O)[O-])c1,6%,-9
CCN(CC)C(=O)c1sc(NC(=O)c2ccco2)c(C#N)c1C,6%,11
N#Cc1ccc(CSc2nnc(-c3cccnc3)o2)cc1,-10%,4
CCN(CC)S(=O)(=O)c1ccc2c(c1)nc(SCC(=O)N1CCOCC1)n2-c1ccccc1OC,15%,-1
Cc1cccc(CCNC(=O)C2CCC(CNS(=O)(=O)c3cccs3)CC2)c1 (centres undefined),-8%,1
CC(C)c1ccc(NC(=O)COc2ccc(F)cc2C(=O)c2cnn(-c3ccccc3)c2)cc1,21%,4
CC1CC(C)(C)NC(=O)O1 (centres undefined),?,.
O=C(CCCC(=O)N1CCCC1)N1CCCC1,-4%,9
O=S(=O)(NC1CCCC1)c1cccc(S(=O)(=O)N2CCC(n3nnc4ccccc43)CC2)c1,?,.
C=CCn1c(CCSCc2ccc(OC)c(C)c2)n[nH]c1=S,?,.

# Given with values under each structure: entries from further up
# Values run as follows: Lipid storage S3, Lipid storage S3 cell count max
> C[C@H]1CN=C(Nc2ccccc2)N1CCCC1CCCCC1
 : ?, .
> COc1ccc(CCNC(=O)Cn2nc(C)c3c(C)n(-c4ccc(C)cc4)nc3c2=O)c(OC)c1
 : ?, .
> CCOc1ccc(C(=O)Nc2ccccc2N2CCOCC2)cc1
 : ?, .
> Cc1ccc(CSc2ccc(S(=O)(=O)N3CCOCC3)cn2)cc1
 : ?, .
> COCCNc1nc2c(-c3cccc(C(F)(F)F)c3)nnn2c2ccccc12
 : 7%, 18
> CC(C)(C)NC(=O)C(=O)NNC(=O)c1cccc([N+](=O)[O-])c1
 : 6%, -9
> CCN(CC)C(=O)c1sc(NC(=O)c2ccco2)c(C#N)c1C
 : 6%, 11
> N#Cc1ccc(CSc2nnc(-c3cccnc3)o2)cc1
 : -10%, 4
> CCN(CC)S(=O)(=O)c1ccc2c(c1)nc(SCC(=O)N1CCOCC1)n2-c1ccccc1OC
 : 15%, -1
> Cc1cccc(CCNC(=O)C2CCC(CNS(=O)(=O)c3cccs3)CC2)c1 (centres undefined)
 : -8%, 1
> CC(C)c1ccc(NC(=O)COc2ccc(F)cc2C(=O)c2cnn(-c3ccccc3)c2)cc1
 : 21%, 4
> CC1CC(C)(C)NC(=O)O1 (centres undefined)
 : ?, .
> O=C(CCCC(=O)N1CCCC1)N1CCCC1
 : -4%, 9
> O=S(=O)(NC1CCCC1)c1cccc(S(=O)(=O)N2CCC(n3nnc4ccccc43)CC2)c1
 : ?, .
> C=CCn1c(CCSCc2ccc(OC)c(C)c2)n[nH]c1=S
 : ?, .

# Additional records
SMILES,Lipid storage S3,Lipid storage S3 cell count max
C=CCSC1=NC(N)=C(C#N)C2(CCCCC2)C1C(N)=O (centres undefined),?,.
O=C(c1ccccc1NS(=O)(=O)c1ccc(Cl)cc1)N1CCc2ccccc21,7%,1
O=C(CS(=O)(=O)c1ccccc1)Nc1ccc(S(=O)(=O)Nc2ccccn2)cc1,?,.
CC(=O)Nc1c(O)nc(SCC(=O)N2CCN(c3ccc(F)cc3)CC2)[nH]c1=O,?,.
CN1C(=O)CC(c2ccccc2)CC1=O,?,.
CCOC(=O)c1sc(C)c2c1NC1(CCCCC1)NC2=O,7%,-9
CCCCN1C=CC(=C2N=c3cccc([N+](=O)[O-])c3=N2)C=C1,?,.
O=C(COC(=O)c1sc2ccccc2c1Cl)NCC1CCCCC1,0%,13
O=C(CSc1ccc(-c2ccccc2)nn1)NCC1CCCO1 (centres undefined),1%,21
COc1ccc(/C=N/NC(=O)c2ccc(COc3cccc4cccnc34)cc2)cc1OC,?,.
CCC(C)(C(=O)NC1CCCCC1)N(C(=O)c1cnccn1)c1c(C)n(C)n(-c2ccccc2)c1=O (centres undefined),6%,12
O=C(C1CCN(S(=O)(=O)c2ccc(Br)s2)CC1)N1CCN(C2CCCCC2)CC1,6%,3
Cc1nc(NC(=O)CSc2nnc3ccccn23)c(Cl)cc1Cl,14%,-3
NC(=O)NCc1ccc(Cl)cc1,-12%,-3
CC1CC(C)CN(S(=O)(=O)c2ccc(NN)nc2)C1 (centres undefined),3%,8
CCNS(=O)(=O)c1ccc(NC(=O)c2cc(C(F)(F)F)nn2C)cc1,?,.
CCCn1nnnc1NCc1cccn1C,-2%,11
N#Cc1c(NC(=O)Cn2nc(C(F)(F)F)c3c2CCCC3)sc2c1CCC2,i,.
Cc1cc(-n2cnc3c(=O)[nH]cnc32)ccc1N,?,.
C[C@H]1O[C@H](O[C@H]2[C@H](O)[C@@H](O)[C@@H](O[C@H]3[C@H](O)[C@@H](O)C(O)O[C@@H]3CO)O[C@@H]2CO)[C@H](O)[C@@H](O)[C@@H]1N[C@H]1C=C(CO)[C@@H](O)[C@H](O)[C@H]1O (some centres undefined),3%,-16
CCCCCOc1ccc(CN2CCOCC2)cc1Cl,17%,-26
COc1ccc(NCCC(O)c2ccc(Cl)cc2)cc1 (centres undefined),?,.
CC(=O)Nc1ccc(N=Cc2ccc(OCc3ccccc3)cc2)cc1,?,.
COc1cccc(/C=N/NC(=O)CNC(=O)/C=C\c2ccccc2)c1O,i,6
CCOc1ccc(C(=O)N2CCN(S(=O)(=O)c3ccc4c(c3)OCCO4)CC2)cc1OCC,i,-16
CCCOc1ccc(C(=O)NCCCn2ccnc2)cc1,?,.
CSc1ncccc1C(=O)N1CCCC(CCC(=O)NCc2ccccc2F)C1 (centres undefined),-12%,-11
CCOc1ccc(NC(=O)Cn2nnc(-c3ccc(C(N)=O)cc3)n2)cc1S(=O)(=O)N1CCCC1,20%,20
O=C(CN(Cc1ccc2c(c1)OCO2)C(=O)CNS(=O)(=O)c1ccccc1)NCc1ccco1,?,.
COC(=O)c1[nH]c2cccc(OC)c2c1NC(=O)CN1CCOCC1,?,.
CC(c1ccco1)N(C(=O)c1ccc(Cl)c([N+](=O)[O-])c1)c1ccccn1 (centres undefined),i,7
O=c1c(-c2ccc(O)cc2)coc2c([C@@H]3O[C@H](CO)[C@@H](O)[C@H](O)[C@H]3O)c(O)ccc12,9%,5
CCOc1ccc(OCCN2C(=O)c3ccccc3C2=O)cc1,?,.
O=C(N/N=C/c1coc2ccc(Cl)cc2c1=O)c1ccncc1,?,.
COC(CN1C(=O)C(=O)/C(=C(/O)c2ccccc2)C1c1ccccn1)OC (centres undefined),i,20
